# Polio RdRp inh = poliovirus RNA polymerase inhibition | P03300 | poliovirus polymerase elongation, fluorescence polarization; stronger effect = lower value | % elongation, % (compound at 16.7 µg/mL) | hit rate 0.66% among 150,000 | AID 588519; in the data active = % elongation below about 90%; note: some results filed as inactive read as strong as hits
# Target sequence (P03300 1749-2209 limits assumed): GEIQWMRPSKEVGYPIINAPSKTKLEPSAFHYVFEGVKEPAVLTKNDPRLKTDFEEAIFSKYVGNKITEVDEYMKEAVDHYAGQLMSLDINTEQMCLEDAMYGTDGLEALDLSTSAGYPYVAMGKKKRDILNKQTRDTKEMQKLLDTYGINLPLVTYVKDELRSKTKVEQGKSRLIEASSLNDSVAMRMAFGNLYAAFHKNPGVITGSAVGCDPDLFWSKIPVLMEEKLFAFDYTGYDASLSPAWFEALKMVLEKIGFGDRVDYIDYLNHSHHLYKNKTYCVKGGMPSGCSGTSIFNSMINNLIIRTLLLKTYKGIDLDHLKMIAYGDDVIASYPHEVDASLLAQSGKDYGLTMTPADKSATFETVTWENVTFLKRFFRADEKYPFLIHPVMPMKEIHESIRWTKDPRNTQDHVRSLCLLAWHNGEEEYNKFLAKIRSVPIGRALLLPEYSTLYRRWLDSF
# Polio RdRp inh FP z-score = second read-out of Polio RdRp inh, no call of its own (marks repeat the call); z-score; measured here: FP z-score; hits read low
# * = called active by the depositor; & = joins results of further samples. Not all compounds are listed. The share of hits here may be higher or lower than overall.
# Sequence of screens – Polio RdRp inh	Polio RdRp inh FP z-score
Cc1ccc(OCCN2C(=O)C(C)N(c3ccc(C)cc3)C2=O)cc1 (stereo not given)
→ 102	-0.3
COc1ccc(NC(=O)CN(C)S(=O)(=O)c2ccc3c(c2)CCCN3C(C)=O)cc1Cl
→ 103	-0.9
O=c1nc2cc3[nH]c4c(=O)c5ccccc5c4[nH]c3cc2n1
→ 100	-0.3
CN=c1scc(-c2ccc3c(c2)OCCO3)n1/N=C/c1c[nH]c2ccccc12
→ 101	0
Cc1ccc(C(=O)Nc2cccc(N3CCCC3)c2)cc1
→ 103	1.7
CCC(=S)/C=C1\Sc2ccc(OC)cc2N1CC
→ 99	-0.3
COc1ccc(N(C(=O)c2ccc(C)cc2)S(=O)(=O)c2ccc(Cl)cc2)cc1
→ 110	1
Cc1ccccc1CSc1nc2cc(C(=O)NC3CCCC3)ccc2c(=O)n1Cc1ccccc1
→ 109	0.3
NC(=O)CSc1nc(=O)n(Cc2cccnc2)c2c1CCC2
→ 101	0.1
CCn1c(SCC(=O)N2CCCC2)nnc1-c1c[nH]c2ccccc12
→ 102	0
CCc1nnc(NC(=O)c2nc(SCc3ccc(F)cc3)ncc2Cl)s1
→ 108	0.1
Cc1cccc(N2CCN(C(=O)C(C)n3nc(C)n4c(cc5occc54)c3=O)CC2)c1C (stereo not given)
→ 105	-0.3
CC1(C)CC2(CCCN(CC#N)C2)CCO1 (stereo not given)
→ 104	0
CCn1cnc2sc3c(c2c1=O)CCCC3
→ 99	-0.7
Cc1ccc2nc(NC(=O)C(NS(=O)(=O)c3cccc4nsnc34)C(C)C)sc2c1 (stereo not given)
→ 100	-0.4
O=C(Cc1cccs1)N1c2ccccc2Sc2ccccc21
→ 100	-0.4
CC(C)(C)OC(=O)N1CCC(c2c(C(=O)NCCc3ccsc3)cnn2-c2ccc(F)cc2F)CC1
→ 102	-0.9
CCOC(=O)CCc1c(C)nc2c(c(C)nn2C(C)(C)C)c1C
→ 105	1.5
CC(=O)Oc1ccccc1C(=O)NCCC(C)C
→ 97	-0.8
CCCN(Cc1cc2cc(C)ccc2[nH]c1=O)C(=O)c1cccc(Cl)c1
→ 122	0.5
Cc1ccc(-n2ncc3c(N4CCC(Cc5ccccc5)CC4)ncnc32)cc1C
→ 113	1
COc1ccc(-c2ccc(N)[n+](CCCC(=O)O)n2)cc1
→ 99	0
Cn1c(=O)c2c(-c3ccccc3Cl)n(Cc3ccc(Cl)cc3)cc2n(C)c1=O
→ 104	-0.8
COCCn1c(C)c(C(=O)O)sc1=S
→ 97	-1.8
CN(C)c1ccc(C2Nc3sc4c(c3C(=O)N2C)CCCC4)cc1 (stereo not given)
→ 103	0.5
COc1cccc(-c2nc3c(c(SCC(=O)Nc4cccc(C)c4C)n2)Cc2c(CO)cnc(C)c2O3)c1
→ 96	-2.2
CCOc1ccc(-c2csc3ncn(CC(N)=O)c(=O)c23)cc1
→ 100	-0.2
CN(C)C1=C(C#N)C(c2ccccc2)=NP(N(C)C)(N(C)C)=N1
→ 107	0.6
O=C(NCC1CCCO1)c1cc(=O)[nH]c2ccc(Br)cc12 (stereo not given)
→ 99	-1.7
COC(C(=O)NCc1cccnc1)c1ccccc1 (stereo not given)
→ 100	-0.4
COc1ccc(OCC2CN=C(Nc3ccc(C)cc3)S2)cc1 (stereo not given)
→ 107	0.3
CS(=O)(=O)c1ncc2c(n1)c(=O)c(C#N)c1[nH]c3ccccc3c(=O)n12
→ 61	-3.3
O=C(Nc1scc(-c2cccs2)c1C(=O)O)c1ccc(F)cc1
→ 103	0
Cc1noc(C)c1C(=O)OCC(=O)Nc1cc(C(F)(F)F)ccc1N1CCOCC1
→ 103	0.4
COCCc1nn2c(=O)cc(COC(=O)c3ccc4c(c3)OCO4)nc2s1
→ 105	-0.2
Cc1ccc(CNc2ccc(-c3nc(-c4ccco4)no3)cc2[N+](=O)[O-])cc1
→ 111	0.7
Cc1nn(CC(=O)NC(C)(C)C)c(=O)c2ccccc12
→ 104	0.8
CN(C)/C=N/c1nnc(SCC(=O)Nc2cc(Cl)cc(Cl)c2)s1
→ 105	0
COC(=O)c1sccc1S(=O)(=O)Nc1ccc2c(c1)OCCO2
→ 105	0.5
CCOC(=O)C1=C(CN2CCN(CC)CC2)NC(=O)NC1c1ccc(Cl)cc1 (stereo not given)
→ 112	1.2
CCOC(=O)c1cnc2ccc(C(=O)OC)cc2c1NCc1ccco1
→ 101	-0.4
O=C(NCc1ccco1)c1ccc(Cn2c(SCc3ccccc3F)nc3cccnc32)cc1
→ 112	0.4
COc1ccc(NC(Cc2ccccc2)c2ccco2)cc1 (stereo not given)
→ 106	1.1
O=C(CCCn1c(=O)c2ccccc2n(Cc2cccc(F)c2)c1=O)NCc1ccccc1Cl
→ 105	-0.3
CCOc1nc(Nc2ccccc2)nc(OCC)n1
→ 102	0

# A draw from above in order of number of heavy atoms, highest first.
# Sequence of screens – Polio RdRp inh	Polio RdRp inh FP z-score
O=C(CCCn1c(=O)c2ccccc2n(Cc2cccc(F)c2)c1=O)NCc1ccccc1Cl
→ 105	-0.3
CCOC(=O)C1=C(CN2CCN(CC)CC2)NC(=O)NC1c1ccc(Cl)cc1 (stereo not given)
→ 112	1.2
COc1ccc(OCC2CN=C(Nc3ccc(C)cc3)S2)cc1 (stereo not given)
→ 107	0.3

# (next part)
# Sequence of screens – Polio RdRp inh	Polio RdRp inh FP z-score
CCCC(=O)Nc1nnc(-c2ccccc2F)s1
→ 102	-0.4
O=C(Nc1cccc(C(=O)OCc2cc(=O)n3nc(C4CC4)sc3n2)c1)c1cccc(Cl)c1
→ 106	0
CCCCNc1nc2ccccc2n1CC(=O)N1CCc2ccccc21
→ 103	0.1
Cc1ccc(C(=O)Nc2ccc(-n3c(C)nc4ccccc4c3=O)cc2)cc1[N+](=O)[O-]
→ 111	1.2
CCNC(=O)C1CCN(S(=O)(=O)c2ccc(C)cc2)CC1
→ 104	1.3
O=C(Cc1cn2ccsc2n1)OCc1ccccc1
→ 104	0.5
Nc1c(C(=O)Nc2ccc(OC(F)(F)F)cc2)nnn1Cc1ccccc1
→ 107	0.5
Cc1nnc2c3ccccc3c(-c3cccs3)nn12
→ 100	-0.4
COc1cc2c(=O)n(Cc3ccccc3)c(=O)n(CC(=O)Nc3cc(C(F)(F)F)ccc3Cl)c2cc1OC
→ 110	1.5
Cn1cccc1CC(=O)N/N=C1/CCCc2ccccc21
→ 106	0.4
C[C@]12CC[C@@H](O)C[C@@H]1CC[C@@H]1[C@@H]2CC[C@]2(C)C(=O)CC[C@@H]12
→ 98	-0.1
Cc1nn(C(=O)c2c[nH]c3ccccc23)c(N)c1-c1ccccc1
→ 107	0.6
N#Cc1nc(-c2ccccc2)oc1NCCN1CCCCC1
→ 107	0.5
O=S1(=O)N=C(N2CCN(S(=O)(=O)c3cccs3)CC2)c2ccccc21
→ 106	0.9
O=C(CCCn1c(=O)oc2ccccc21)NCCN1C(=O)S/C(=C\c2ccc(F)cc2)C1=O
→ 103	0

# Given in CSV form: six of the compounds above
compound,Polio RdRp inh,Polio RdRp inh FP z-score
CCOc1nc(Nc2ccccc2)nc(OCC)n1,102,0
CCCC(=O)Nc1nnc(-c2ccccc2F)s1,102,-0.4
O=C(Nc1cccc(C(=O)OCc2cc(=O)n3nc(C4CC4)sc3n2)c1)c1cccc(Cl)c1,106,0
CCCCNc1nc2ccccc2n1CC(=O)N1CCc2ccccc21,103,0.1
Cc1ccc(C(=O)Nc2ccc(-n3c(C)nc4ccccc4c3=O)cc2)cc1[N+](=O)[O-],111,1.2
CCNC(=O)C1CCN(S(=O)(=O)c2ccc(C)cc2)CC1,104,1.3

# (cont.)
# Sequence of screens – Polio RdRp inh	Polio RdRp inh FP z-score
Cc1ccc(S(=O)(=O)NC(=O)NC2CCN(c3nccc(C(F)(F)F)n3)CC2)cc1
→ 109	0.6
COc1ccc(C(=O)NCCCN2CCOCC2)cc1S(=O)(=O)N1CCCc2ccccc21
→ 100	-0.1
CCc1nn2c(-c3ccccc3OC)ccnc2c1-c1ccccc1
→ 105	0.2
O=C(NCc1ccc2c(c1)OCO2)c1cc2c(s1)CSC2
→ 101	0.1
Clc1ccc(-c2cnnc(-c3ccccc3)n2)cc1
→ 104	0.4
COc1ccc(C(=O)NC(C)C(c2cccs2)N2CCOCC2)cc1 (stereo not given)
→ 103	0.5
COc1ccc2nc(NC(=O)C(F)F)sc2c1
→ 103	0.3
N#Cc1cccnc1N1CCCN(C(=O)Nc2ccccc2)CC1
→ 104	0.9
CCCCSCCCNC(=O)c1cn(C)c2ccc(S(=O)(=O)N3CCCCCC3)cc2c1=O
→ 107	0.5
CCCOc1ccccc1/C=C1\SC(N2CCN(C(C)=O)CC2)=NC1=O
→ 103	0.4
COc1ccc(-c2nc(SCCOc3cc(C)ccc3C(C)C)n3[nH]c(=O)cc3n2)cc1
→ 102	-1.1
COc1ccc(-n2c(=S)n(CN3CC(C)OC(C)C3)c3ccccc32)cc1 (stereo not given)
→ 99	-0.5
CCN(CC)S(=O)(=O)c1ccc(C(=O)Nc2cc(C)c3c(=O)oc4ccccc4c3n2)cc1
→ 99	-0.9
CN1/C(=C\C(=O)CSc2nc(N)cc(=O)[nH]2)C(C)(C)c2ccccc21
→ 106	0.5
CCc1c(C)c2cc3c(c(C)c2oc1=O)OCN(CCc1ccc(OC)c(OC)c1)C3
→ 109	0.5
COc1cc(OC)c(NC(=O)CS(=O)(=O)Cc2nc(-c3ccc(C)cc3)oc2C)cc1Cl
→ 100	-0.2
CN1C(=O)/C(=C/c2cccc(Cl)c2)Sc2ccc(C(=O)N3CCCCC3)cc21
→ 100	-1
COCCCNS(=O)(=O)c1cc(-c2onc(C)c2C)ccc1OC
→ 102	-1.1
CC(C)(CNC(=O)CSc1ccc(F)cc1)N1CCOCC1
→ 103	0.1
NS(=O)(=O)c1ccc(Nc2nc(-c3cccnc3)cs2)cc1
→ 100	0.1
CCS(=O)(=O)Nc1ccc(C2=NN(S(=O)(=O)c3ccccc3)C(c3ccccc3)C2)cc1 (stereo not given)
→ 106	2.2
CCCN1C(=S)NS(=O)(=O)c2ccccc21
→ 98	-1.2
CCOC(=O)c1sc(=Nc2ccccc2)n(Cc2ccccc2)c1C
→ 101	-0.4
CC(C)(C)NC(=O)c1c(F)cccc1F
→ 100	0
CC1=C(/C=C/C(C)=C/C=C/C(C)=C/C(=O)O)C(C)(C)CCC1
→ 101&99&98&99	0.1&-0.2&-0.5&-0.2
COc1ccc(-c2nc3sc(CCNC(=O)C(=O)Nc4ccc(OC)c(OC)c4)c(C)n3n2)cc1
→ 105	-0.3
COC(=O)c1ccc(COC(=O)Cn2c(C)csc2=O)o1
→ 106	0.4
CCOC(=O)c1cc(CSc2nc3ncccc3[nH]2)on1
→ 100	-0.5
COc1cccc(C2CC(C(F)(F)F)n3ncc(C(=O)N4CCCCC4C)c3N2)c1 (stereo not given)
→ 111	0.7
O=C(COC(=O)c1c2c(nc3ccccc13)CCC2)Nc1ccc2c(c1)OCCO2
→ 109	0.6
CCOC(=O)c1nc2ccccc2c(=O)n1-c1ccc(Br)cc1
→ 101	-0.2
Cc1ccc(NCCNc2ccc(C)cc2)cc1
→ 103	-0.1
CCOC(=O)c1cnc(SC)nc1-c1ccccc1
→ 100	-0.7
COc1ccccc1N1C(=O)c2ccc(C(=O)Nc3cc(C)on3)cc2C1=O
→ 112	1.2
CCCCc1nc2ccccc2c(=O)n1-c1cccc(OC)c1
→ 105	0
Cc1ccc(C(=O)Nc2cc3c(cc2N2CCCC2)n(C)c(=O)c(=O)n3C)cc1
→ 106	0
CCn1ccc2cc(S(=O)(=O)N3CCCN(C(=O)Nc4cccc(SC)c4)CC3)ccc21
→ 110	0.8
CN1CCSc2ccc(C(=O)NC3CCCCC3)cc21
→ 104	1.3
Nc1ccc(S(=O)(=O)NCCO)cc1
→ 101	0.3
O=C(NCC1COc2ccccc2O1)c1ncoc1-c1ccc2ccccc2c1 (stereo not given)
→ 102	0.2
CNCCCc1ccccc1
→ 104	0.4
Cc1ccccc1C(=O)Nc1cccc(C(=O)OCc2cc(=O)n3nc(C4CC4)sc3n2)c1
→ 111	1.1
O/N=C1\c2ccccc2-c2c(F)c(F)c(F)c(F)c21
→ 101	0.2
O=C(NCCc1c[nH]c2ccccc12)C1CC(=O)N(Cc2ccco2)C1 (stereo not given)
→ 107	0.3
CCCN1CCN(c2nc(-c3cccs3)nc3ccccc23)CC1
→ 103	0
COc1ccc(C(=O)NCC(c2cccnc2)N2CCN(c3ccccc3F)CC2)cc1OC (stereo not given)
→ 107	-0.3
COc1ccc(NC(=O)CSC2=Nc3ccccc3C3=NC(Cc4ccccc4)C(=O)N23)cc1 (stereo not given)
→ 106	0
CCC(=O)Nc1ccccc1C(=O)OCC(=O)Nc1nc2ccc(C(=O)OC)cc2s1
→ 102	0
NC(=S)Cc1nc2ccccc2s1
→ 113	2
CC(=O)c1ccc(NC(=O)C2=CC(c3cccs3)=NS(=O)(=O)N2C)cc1
→ -12*	-8.7*
Oc1sc(-c2ccccc2)cc1C=Nc1ccccc1
→ 101	-0.3
CNC(=O)CN1C(=O)C2C3C=CC(C3)C2C1=O (stereo not given)
→ 101	-0.1
CCOC(=O)C1=C(N)CC(c2ccccc2)NC1c1ccccc1 (stereo not given)
→ 105	0.1
CC(=O)c1cccc(NS(=O)(=O)c2ccc3[nH]c4c(c3c2)CCCCCC4)c1
→ 110	0.7
O=C(OCc1cc(Cl)ccc1OC(F)F)c1cccnc1
→ 114	1.6
Cc1nn(-c2ccccc2)nc1-c1n[nH]c(=S)n1-c1ccc(Cl)cc1
→ 101	0
CCN1C(=O)c2ccccc2Sc2ccc(NC(=O)Cc3ccc(OC)cc3)cc21
→ 107	-0.1
CN[C@@H]1C(O)[C@@H](O[C@@H]2[C@@H](O)[C@H](O[C@H]3OC(CN)=CC[C@H]3N)[C@@H](N)C[C@H]2N)OC[C@]1(C)O (stereo not given in full)
→ 103	0.9
COc1ccc(C(=O)NCc2ccccc2OC)cc1
→ 101	0.3
CC(C)c1ccc(CNc2nc(N)n(-c3ccccc3)n2)cc1
→ 100	-0.1
COC(=O)c1ccc2c(c1)C(=O)/C(=C/c1cn(-c3ccccc3)nc1-c1ccco1)O2
→ 109	5.6

# Screens deposited in PubChem BioAssay by ICCB-Longwood Screening Facility, Harvard Medical School.
